T cell modulator – T cell immune modulators affecting CD8 T cell-vesicle binding; calls only at 7 µM; hit rate 0.068% among 330,000; 2C CD8+ T cell-vesicle binding, flow cytometry; active compounds read low; AID 2052;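 active = response, share of CD8 T cells binding vesicles, and their 90th percentile fluorescence all below set limits, cut at about 80% in these data, passing the limit was not always enough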
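material = purified 2C TCR transgenic mouse naive CD8+ T cells | controls = Unloaded micro-vesicles (low), QL9 vesicles with 0.7% DMSO (high) | detection = cytometric PE anti-B7-1 and Alexa647 anti-CD8 signals after 1% paraformaldehyde fixation | incubation = binding step 1.5 h, 37 °C, antibody labelling 20 min, ice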
Myeloid diff 2 – myeloid differentiation induction; ER-HoxA9 myeloid progenitors, lysozyme-GFP differentiation, flow cytometry; calls only at 10 µM; hit rate 1% among 360,000; AID 624256;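 active = normalized GFP-positive differentiation at or above the plate's own cutoff, the solvent-only control mean plus 3 SD; inconclusive = no clear call, values can overlap the other calls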;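 also: cells exposed to compound for four days before flow analysis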
T cell modulator vesicle-bound % – recorded beside T cell modulator, whose call it bears; double positive events, %; measured here: CD8+ vesicle-bound cell fraction;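 binding gate set so that unloaded-vesicle control wells show 10% double positive cells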
Myeloid diff 2 GFP+ MAC1+ % – further read-out of Myeloid diff 2, marked with its call; GFP+ MAC1+ double positive, %; measured here: differentiation confirmed by MAC1 staining
Active calls of the source: *; i = inactive; ? = inconclusive; . = not tested or not shown.

Sequence of screens – T cell modulator | T cell modulator vesicle-bound % | Myeloid diff 2 | Myeloid diff 2 GFP+ MAC1+ %
> COc1ccccc1C(=O)NC(=O)COC(=O)CN1C(=O)NC(C)(C)C1=O
    i | 27.7 | i | 0.4
> CCN1CCN(C(c2cccnc2)c2c(NC(=O)c3ccco3)sc(C)c2C)CC1 (configuration not stated)
    i | 29.8 | i | 0.6
> N#Cc1ccccc1OCC(=O)OCC(=O)NC1CCCCCC1
    i | 40.1 | i | 0.8
> CCCCn1c(N)c(N(CCOC)C(=O)c2c(-c3ccccc3)noc2C)c(=O)[nH]c1=O
    i | 8.3 | i | 1.0
> O=C(NCC(=O)N1CCCC(C(F)(F)F)C1)c1ccc2ccccc2c1 (configuration not stated)
    i | 37.0 | i | 0.8
> N#CCC(=O)Nc1ccc(C(=O)OCC(=O)NC2CCCc3ccccc32)cc1 (configuration not stated)
    i | 47.8 | i | 0.3
> CCOc1ncccc1C(=O)OC(C)C(=O)Nc1ccc(N2CCOCC2)cc1 (configuration not stated)
    i | 39.9 | i | 0.3
> COc1ccc(NC(=O)CSc2ccc(NC(C)=O)cc2)cc1S(=O)(=O)N1CCOCC1
    i | 33.3 | i | 1.2
> Cc1noc(C)c1COc1ccc(C(=O)N2CCN(S(=O)(=O)c3ccc(Cl)cc3)CC2)cc1
    i | 35.2 | i | 0.6
> CCN(CC)c1ccc(S(=O)(=O)N2CCOCC2)cc1NC(=O)COC(=O)c1ccco1
    i | 55.9 | i | 1.0
> COc1ccccc1NC(=O)Nc1nc(CC(=O)Nc2cc(F)ccc2F)cs1
    i | 59.4 | i | 0.9
> COc1cc(NC(=O)CCc2c(C)noc2C)c(Cl)cc1C(=O)O
    i | 50.9 | i | 0.9
> CCOc1ccc(CCNC(=O)c2ccc(Cl)c(S(=O)(=O)N3CCOCC3)c2)cc1OCC
    i | 26.4 | i | 1.1
> O=C1COc2ccc(C(=O)COC(=O)c3ccccc3[N+](=O)[O-])cc2N1
    i | 51.7 | i | 0.7
> CN(C(=O)COC(=O)CSc1ccc([N+](=O)[O-])cc1)C1CCS(=O)(=O)C1 (configuration not stated)
    i | 59.0 | i | 0.4
> COC(=O)Nc1nc2ccc(SC(C)C)cc2[nH]1
    i | 36.5 | ? | .
> c1ccc2c3n(nc2c1)CCCCO3
    i | 31.1 | i | 0.5
> COc1ccc(N2CCN(C(=O)CN3C(=O)NC(C)(C4CC4)C3=O)CC2)cc1 (configuration not stated)
    i | 6.4 | i | 1.2
> Cc1ccccc1C(=O)N1CCC(C(=O)OCc2ccccc2Cl)CC1
    i | 48.3 | i | 0.5
> Cc1cccc(NS(=O)(=O)c2cccc(C(=O)N3CCCCCC3)c2)c1
    i | 8.6 | i | 0.5
> CCc1cc(C(=O)Nc2nc(-c3ccccn3)cs2)sc1C
    i | 35.5 | i | 0.9
> Cc1ccc(S(=O)(=O)CCC(=O)OCC(=O)c2ccc(F)cc2)cc1
    i | 45.8 | i | 0.4
> Cc1ccc(S(=O)(=O)N2CCC(C(=O)OCCOc3ccccc3)CC2)cc1C
    i | 51.2 | i | 0.7
> CCN(C[C@H]1N[C@@](CC)(C(=O)OC)[C@H]2C(=O)N(C)C(=O)[C@@H]12)C(=O)C1CCCCC1
    i | 17.7 | i | 3.9
> COc1cc(CCCN2CCNC[C@@H]2Cc2ccccc2)cc(OC)c1OC
    i | 49.4 | i | 1.2
> CCOC(=O)C1=C(C)N=c2s/c(=C/c3ccc(OCC(=O)O)c(OC)c3)c(=O)n2C1c1ccc(Cl)cc1 (configuration not stated)
    i | 35.4 | i | 0.4
> O=S(=O)(c1ccc(SCCOc2ccccc2)nc1)N1CCCC1
    i | 17.1 | i | 0.1
> COc1ccc(-n2c(C)cc(C(=O)COC(=O)c3ccc(O)cc3O)c2C)cc1
    i | 40.9 | i | 2.1
> COc1ccc(N2CC(C(=O)Nc3nc(-c4ccccc4)c(C(C)=O)s3)CC2=O)c(OC)c1 (configuration not stated)
    i | 35.7 | i | 1.5
> O=C(Nc1ccccn1)C1CCN(C(=O)Nc2ccccc2)CC1
    i | 40.7 | i | 0.6
> CC(OC(=O)CCC(=O)c1ccc(Cl)s1)C(=O)NC1(C#N)CCCCC1 (configuration not stated)
    i | 7.6 | i | 2.5
> O=C(CSc1ccccc1F)NCC(c1cccs1)N1CCOCC1 (configuration not stated)
    i | 43.2 | i | 0.2
> Cc1cc(Br)ccc1NC(=O)CN(C)C(=O)CNC(=O)Cc1ccccc1
    i | 23.6 | i | 0.2
> O=C(O)c1cccc(Sc2ccc(Br)cc2C(=O)O)c1
    i | 31.1 | i | 1.5
> CCOC(=O)[C@H]1[C@H]2COc3cc(OC)ccc3[C@@H]2N2C(=O)CN(Cc3ccc(Cl)cc3)C(=O)[C@@]12C
    i | 36.9 | i | 1.8
> COc1ccc(S(=O)(=O)N2CCN(C)CC2c2ccccc2)cc1 (configuration not stated)
    i | 32.8 | i | 0.9
> Cc1ccc(S(=O)(=O)N2CCOCC2)cc1C(=O)N1CCN(S(=O)(=O)c2cccc(F)c2)CC1
    i | 8.6 | i | 0.5
> CCOC(=O)[C@H]1[C@H]2COc3ccc(C)cc3[C@@H]2N2C(=O)CN(Cc3ccc(OC)cc3)C(=O)[C@@]12C
    i | 16.8 | i | 2.8
> CCCCn1c(N)c(N(CC(C)C)C(=O)CN2C(=O)C3CCCCC3C2=O)c(=O)[nH]c1=O (configuration not stated)
    i | 54.5 | i | 1.4
> O=C(Cc1ccc(Br)cc1)NNC(=O)c1cccs1
    i | 41.5 | i | 1.3
> COc1cc(SC)ccc1C(=O)OCC(=O)N1CCN(C(C)=O)CC1
    i | 18.6 | i | 0.6
> CC(Oc1ccc(Br)cc1)C(=O)NCCCN1CCCC1=O (configuration not stated)
    i | 44.8 | i | 0.3
> CCOC(=O)[C@H]1[C@H]2COc3ccc(Br)cc3[C@H]2N2C(=O)CNC(=O)[C@@]12C
    i | 27.3 | i | 1.8
> O=C(Nc1ccccc1O)c1cccc(S(=O)(=O)Nc2ccccc2O)c1
    i | 31.1 | i | 0.2
> N#Cc1ccccc1OCC(=O)Nc1ccc(S(=O)(=O)N2CCOCC2)cc1
    i | 26.2 | i | 0.8
> COc1cc(C#Cc2c(-c3cncn3C)n(C)c3ccc(-c4ccc5[nH]ccc5c4)cc23)cc(OC)c1
    i | 37.2 | i | 1.3
> O=C(Nc1ccc2c(c1)OCCO2)c1cnn(-c2ccccc2)n1
    i | 35.2 | i | 0.9
> CCN(C(=O)CSc1nnc(C2CC2)n1-c1ccccc1)C1CCS(=O)(=O)C1 (configuration not stated)
    i | 28.6 | i | 1.8
> COc1ccc(C)cc1S(=O)(=O)NCC(c1ccc2c(c1)OCO2)N1CCOCC1 (configuration not stated)
    i | 37.2 | i | 1.7
> COc1cc2oc(=O)ccc2cc1[C@H](O)[C@@H](O)C(C)(C)O
    i | 21.2 | i | 0.7
> COc1ccc2cc1Oc1ccc(cc1)C[C@H]1c3cc(c(OC)cc3CCN1C)Oc1c(OC)c(OC)cc3c1[C@@H](C2)N(C)CC3
    i | 23.7 | i | 1.5
> COc1ccc(NS(=O)(=O)c2cccc(NC(=O)COc3ccccc3[N+](=O)[O-])c2)cc1
    i | 58.1 | i | 0.6
> CCc1noc(C)c1C(=O)OCC(=O)Nc1ccc(F)cc1Cl
    i | 38.4 | i | 0.8
> O=C(NCc1ccccc1C(F)(F)F)c1cccc2c1C(=O)c1ccc(N3CCCCC3)cc1S2(=O)=O
    i | 10.0 | i | 0.0
> O=C(c1cccc(S(=O)(=O)N2CCOCC2)c1)N(Cc1ccco1)Cc1cccs1
    i | 9.1 | i | 1.3
> Cc1cccc(NC(=O)CSc2nc(=O)n(CCN3CCOCC3)c3c2CCCC3)c1C
    i | 39.3 | i | 0.7
> O=C(OCc1cc(=O)n2ccsc2n1)C1(c2ccc(Cl)cc2)CC1
    i | 34.5 | i | 1.7
> Oc1ccc(C[C@@H]2CNCCN2CCC23CC4CC(CC(C4)C2)C3)cc1
    i | 46.6 | i | 2.9
> NC(=O)c1ccc(-c2nnn(CC(=O)N(C3CCCCC3)C3CCS(=O)(=O)C3)n2)cc1 (configuration not stated)
    i | 36.2 | i | 1.2
> Cc1ccccc1NC(=O)Cc1nc(COC(=O)C(NC(=O)c2ccccc2C)C(C)C)cs1 (configuration not stated)
    i | 26.8 | i | 0.1

Pulled one by one from the entries so far, 4 records:
Sequence of screens – T cell modulator | T cell modulator vesicle-bound % | Myeloid diff 2 | Myeloid diff 2 GFP+ MAC1+ %
> O=C(OCc1cc(=O)n2ccsc2n1)C1(c2ccc(Cl)cc2)CC1
    i | 34.5 | i | 1.7
> O=C(Nc1ccc2c(c1)OCCO2)c1cnn(-c2ccccc2)n1
    i | 35.2 | i | 0.9
> O=C(NCc1ccccc1C(F)(F)F)c1cccc2c1C(=O)c1ccc(N3CCCCC3)cc1S2(=O)=O
    i | 10.0 | i | 0.0
> COc1cc(C#Cc2c(-c3cncn3C)n(C)c3ccc(-c4ccc5[nH]ccc5c4)cc23)cc(OC)c1
    i | 37.2 | i | 1.3

Later entries:
Sequence of screens – T cell modulator | T cell modulator vesicle-bound % | Myeloid diff 2 | Myeloid diff 2 GFP+ MAC1+ %
> COc1ccc(-c2oc(=O)c3cc(OC)c(OC)cc3c2/C=C/c2ccc(OC(C)=O)cc2)cc1
    i | 20.2 | i | 0.0
> COc1ccccc1NC(=O)COC(=O)C1=NN(c2ccccc2)C(=O)CC1
    i | 36.5 | i | 1.1
> Cc1ccc(OC(C)C(=O)N(C)c2ccccc2)c([N+](=O)[O-])n1 (configuration not stated)
    i | 4.4 | i | 0.5
> Cc1cc(C)cc(OCC(=O)Nc2cccc(S(=O)(=O)NC3=NCCC3)c2)c1
    i | 49.3 | i | 2.0
> COc1cc(-c2cc(C(=O)Nc3ccncc3)c3ccccc3n2)cc(OC)c1OC
    i | 45.6 | i | 1.3
> CCCCn1c(N)c(N(CC(C)C)C(=O)c2oc3ccc(Br)cc3c2C)c(=O)[nH]c1=O
    i | 33.3 | i | 1.1
> CCOC(=O)c1c(C)[nH]c(C(=O)OCC(=O)Nc2sccc2C(N)=O)c1C
    i | 18.6 | i | 0.9
> Cc1ccc(S(=O)(=O)N2CCOCC2)cc1NC(=O)CN1C(=O)NC2(CCCC2)C1=O
    i | 21.5 | i | 0.7
> N#Cc1ccccc1S(=O)(=O)N1CCN(C(=O)C2COc3ccccc3O2)CC1 (configuration not stated)
    i | 38.7 | i | 0.8
> O=C(Cc1ccc(S(=O)(=O)N2CCOCC2)s1)OCc1ccc(Cl)cc1
    i | 35.7 | i | 1.2
> O=C(CSc1nc(=O)n2ccccc2n1)Nc1cccc2ccccc12
    i | 36.4 | i | 1.2
> CON(C)C(=O)CCN(C(=O)OC(C)(C)C)c1ccccc1
    i | 2.6 | i | 0.6
> COC(=O)c1ccccc1S(=O)(=O)N1CCC(C(=O)N(C)CCOc2ccccc2)CC1
    i | 20.7 | i | 0.7
> O=C1COc2ccc(C(=O)CSc3ccc(Br)cc3)cc2N1
    i | 19.6 | i | 0.2
> CCN(Cc1ccccc1)C(=O)CN1C(=O)c2ccccc2S1(=O)=O
    i | 45.5 | i | 2.1
> CC1CCCCC12NC(=O)N(CC(=O)NCC(=O)Nc1ccc(F)c(F)c1F)C2=O (configuration not stated)
    i | 11.0 | i | 0.1
> CC[C@@]12C(=O)N(c3ccc(C)cc3)C(=O)N1[C@H](c1cccc(C)c1)[C@@H]1C(=O)N(Cc3ccccc3)C(=O)[C@@H]12
    i | 39.6 | i | 1.5
> O=C(CCNC(=O)c1ccc(Cl)cc1)NCCCN1CCOCC1
    i | 47.0 | i | 1.0
> CN(C(=O)CSc1nccc(=O)[nH]1)C1CCCCC1
    i | 37.7 | i | 0.2
> CN(C)C1=NCCN1CCCC1CCCC1
    i | 31.4 | i | 0.9
> C=CC[C@@H](CC(=O)N(CCO)Cc1ccccc1)C(=O)N[C@H](COC(=O)[C@@H](CC=C)Cc1ccc(F)cc1)c1ccccc1
    i | 6.5 | i | 1.0
> CN(C)CCn1c2c(c(SCC(=O)Nc3ccccc3C(F)(F)F)nc1=O)CCCC2
    i | 29.7 | i | 0.1
> O=C(NCCOc1ccccc1F)C1CC(=O)N(Cc2ccccc2)C1 (configuration not stated)
    i | 54.2 | i | 1.1
> CC1CN(C(=O)COc2ccc3c(-c4ccccc4)cc(=O)oc3c2)CC(C)O1 (configuration not stated)
    i | 35.2 | i | 0.3
> CC(CNC(=O)Cn1cnc2c(OCc3ccccc3)ncnc21)c1ccccc1 (configuration not stated)
    i | 11.9 | i | 0.0
> Cc1ccc(C(=O)Nc2ccccc2C(=O)NCc2ccco2)cc1
    i | 4.6 | i | 0.9
> CCCCCN(C(=O)COC(=O)CSc1ccc([N+](=O)[O-])cc1)c1c(N)n(CCCC)c(=O)[nH]c1=O
    i | 56.1 | i | 0.8
> CCCC1C(=O)N2C(N(C)C)=Nc3ccc(C)cc3N2C1=O (configuration not stated)
    i | 27.4 | i | 1.8
> CC(=O)NC(CC(=O)O)C(=O)O (configuration not stated)
    i | 54.0 | i | 3.0

These rows are one share of the data; rates above refer to the full screens.
